B2AR arrestin: qHTS assay of beta-arrestin-biased ligands of beta2-adrenergic receptor. Beta-2 adrenergic receptor (Homo sapiens), P07550. beta-arrestin recruitment to beta2AR, cell-based reporter. Potency, µM (doses to about 46.1 µM), inactives show at the highest dose activation, actives largely listed as activators. actives 0.02% (n = 330,000);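 note: potency is the fitted concentration of half-maximal effect; 0% = DMSO controls and full agonism = EC100 isoproterenol or metaproterenol; nearly all actives have a fitted effect of over 65% in size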
Target sequence (P07550 whole entry, looked up): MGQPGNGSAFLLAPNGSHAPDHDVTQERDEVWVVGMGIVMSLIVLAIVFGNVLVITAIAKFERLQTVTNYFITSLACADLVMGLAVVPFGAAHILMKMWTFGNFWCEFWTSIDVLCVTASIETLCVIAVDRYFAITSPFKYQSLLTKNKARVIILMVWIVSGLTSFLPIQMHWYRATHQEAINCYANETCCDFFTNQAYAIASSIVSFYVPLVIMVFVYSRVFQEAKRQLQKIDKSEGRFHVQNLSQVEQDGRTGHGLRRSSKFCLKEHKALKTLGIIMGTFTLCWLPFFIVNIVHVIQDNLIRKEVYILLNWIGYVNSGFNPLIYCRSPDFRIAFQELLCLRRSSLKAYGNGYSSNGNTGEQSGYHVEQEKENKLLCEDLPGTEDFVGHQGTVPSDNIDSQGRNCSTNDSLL
Chronic BCR inh: qHTS Assay to Find Inhibitors of Chronic Active B-Cell Receptor Signaling. ABC-DLBCL IkBa-CBG/CBR reporter, luminescence ratio, 4 h. Potency, µM (doses to about 46.1 µM), inactives show at the top dose ratio change, negative = lower green/red ratio, actives largely listed as inhibitors. actives 0.05% (n = 340,000); active = well fitted inhibition curve with a large enough effect in the signal ratio, with a control signal flat, not every such curve was filed as active; inconclusive = small, poorly fitted or top-dose-only effect, or effect the other way, or a change in a side signal; the % refers to the signal ratio;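 note: potency is the fitted concentration of half-maximal effect; plate controls were basal doxycycline-induced cells for no effect and cells given 10 µM MG132 for full effect; MG132 reads +100%, hits lower the ratio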
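Cell line TMD8 (human ABC DLBCL), stably expressing tet-inducible CBG68-IkBa fusion and CBR; IMDM/0.5% FBS; cpd up to 46 uM; dox induction, 4 h, 37C/5% CO2; dual luminescence; green/red ratio; MG132 control.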
Giardia kill: Small Molecules that selectively kill Giardia lamblia: qHTS; Giardia lamblia trophozoite viability; activity change, % at 7.66 µM, hits read low; actives 0.15% (n = 340,000); AID 540267, 2011; in the data active = activity change below about -80%; inconclusive = between about -30% and that limit;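 note: parasites exposed to compound for two days anaerobically before the ATP read; % is set by controls: 0 for no effect and ±100 for the full control effect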
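Each well holds 100 Giardia trophozoites and compound. After two days (48 hrs) at 37 deg C in anaerobic conditions, ATP is quantified by luminescence.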
S-ASM inh: Inhibitors of Secretory Acid Sphingomyelinase (S-ASM): qHTS | placental ASM, HMU-PC fluorogenic substrate, 60 min | Sphingomyelin phosphodiesterase (Homo sapiens), P17405 | AID 504937, 2011 | Potency, µM (top dose mostly 57.5 µM), for inactives: at the highest dose activity change, negative = inhibition, most hits filed as inhibitors | actives 0.006% (n = 340,000); note: potency is the fitted concentration of half-maximal effect
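Steps: dispense placental human ASM, pin compound, wait 10 min at room temperature, add HMU-PC0 substrate at 9 uM final, incubate 60 min at 37 °C, add stop solution raising pH to 10, read fluorescence.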
GALK inhibitor: qHTS Assay for Inhibitors of Human Galactokinase (GALK); P51570; Purified GALK, Kinase-Glo residual ATP luminescence; Potency, µM (highest dose often 57.5 µM), for the others: top-dose activity change, negative = inhibition, usual class: inhibitors; actives 0.007% (n = 270,000); AID 1868, 2009; note: potency is the fitted concentration of half-maximal effect; % is set by controls: 0 for no effect and ±100 for the full control effect
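Compounds were pin-transferred into ATP buffer (35 uM final), then GALK plus galactose (5 nM, 100 uM final) was added. After 1 h at room temperature, Kinase-Glo Plus was added and luminescence read after 10 min.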
PTAP TSG101 blk: qHTS Assay for Iinhibitors of HIV-1 Budding by Blocking the Interaction of PTAP/TSG101. Tumor susceptibility gene 101 protein (Homo sapiens), Q99816. Fluorescence polarization, FITC-PTAP peptide / Tsg101 binding. Potency, µM (top dose mostly 115 µM), without a hit: top-dose activity change, negative = inhibition, usual class: inhibitors. 340,000 tested, under 10 active. AID 493005, 2010; active = well fitted inhibition curve with a large enough effect in the main read-out, with a control signal flat, not every such curve was filed as active; inconclusive = small, poorly fitted or top-dose-only effect, or effect the other way, or a change in a side signal; inactive = no such curve, though single readings can be large or run the other way; note: potency is the fitted concentration of half-maximal effect; % of control where 0% means no effect
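FP read-out: FITC-PTAP peptide, 50 nM final, binding Tsg101 binding domain, 10 uM final; 20 min, r.t.; 10 mM HEPES pH 7.5, 0.15 M NaCl, 0.01% Tween 20, 3 mM EDTA, 0.1 mM TCEP.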
Menin-MLL TR inh: qHTS Assay for Inhibitors Targeting the Menin-MLL Interaction in MLL Related Leukemias: Competition With Texas Red Labeled MLL-derived Mutant Peptide; O00255; Menin + Texas Red MLL mutant peptide, fluorescence polarization; AID 1768, 2009; actives 0.23% (n = 270,000); Potency, µM (doses to about 61.6 µM), for inactives: at the top dose FP activity change, negative = inhibition, actives largely listed as inhibitors; active = well fitted inhibition curve with a large enough effect in the polarisation, with a control signal flat, not every such curve was filed as active; inconclusive = small, poorly fitted or top-dose-only effect, or effect the other way, or a change in a side signal; inactive = no such curve, though single readings can be large or run the other way; the % refers to the polarisation; note: potency is the fitted concentration of half-maximal effect; % of control where 0% means no effect; many of its hits are not listed in these tables
Tb PFK block: qHTS Assay to Find Inhibitors of T. brucei phosphofructokinase | ATP-dependent 6-phosphofructokinase (Trypanosoma brucei brucei), O15648 | T. brucei PFK, ADP-Glo luminescence | Potency, µM (series often up to 57.5 µM), for the others: top-dose activity, negative = inhibition, most hits filed as inhibitors | actives 0.17% (n = 330,000);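 note: potency is the fitted concentration of half-maximal effect; 0% = uninhibited 1x PFK enzyme wells and -100% = no-enzyme wells; nearly all actives have a fitted effect of over 60% in size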
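PFK 1.25 nM, F6P 0.5 mM, ATP 0.1 mM, 0.1 M TEA pH 8.0, 5 mM MgCl2, 0.01% Tween20, 0.1% BSA; 45 min RT. ADP-Glo readout. qHTS titration up to 57 uM; curves fitted, compounds curve-classed.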
Coupling enz: qHTS Assay for Inhibitors of Fructose-1,6-bisphosphate Aldolase from Giardia Lamblia: Coupling assay counterscreen; coupling enzyme system counterscreen, AmpLite Red fluorescence; activity change, negative = inhibition, % at 58.2 µM, hits read low; actives 0.67% (n = 290,000); AID 2472, 2010; in the data active = activity change below about -30%; note: % is set by controls: 0 for no effect and ±100 for the full control effect
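Compounds tested against the coupling enzymes alone at 57.5 uM final; readout was AmpLite Red fluorescence (525/598 nm) after 20 min at RT.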
PKM2 activator: qHTS Assay for Activators of Human Muscle isoform 2 Pyruvate Kinase | AID 1631, 2009 | Pyruvate kinase PKM (Homo sapiens), P14618 | actives 0.34% (n = 260,000) | purified PKM2, Kinase-Glo ATP luminescence, activation; response scale: 0% is enzyme alone, no compound | Potency, µM (highest dose often 57.5 µM), for inactives: top-dose activation, usual class: activators; note: potency is the fitted concentration of half-maximal effect; % is set by controls: 0 for no effect and ±100 for the full control effect; nearly all actives have a fitted effect of over 55% in size
Target sequence (P14618 whole entry, looked up, canonical isoform): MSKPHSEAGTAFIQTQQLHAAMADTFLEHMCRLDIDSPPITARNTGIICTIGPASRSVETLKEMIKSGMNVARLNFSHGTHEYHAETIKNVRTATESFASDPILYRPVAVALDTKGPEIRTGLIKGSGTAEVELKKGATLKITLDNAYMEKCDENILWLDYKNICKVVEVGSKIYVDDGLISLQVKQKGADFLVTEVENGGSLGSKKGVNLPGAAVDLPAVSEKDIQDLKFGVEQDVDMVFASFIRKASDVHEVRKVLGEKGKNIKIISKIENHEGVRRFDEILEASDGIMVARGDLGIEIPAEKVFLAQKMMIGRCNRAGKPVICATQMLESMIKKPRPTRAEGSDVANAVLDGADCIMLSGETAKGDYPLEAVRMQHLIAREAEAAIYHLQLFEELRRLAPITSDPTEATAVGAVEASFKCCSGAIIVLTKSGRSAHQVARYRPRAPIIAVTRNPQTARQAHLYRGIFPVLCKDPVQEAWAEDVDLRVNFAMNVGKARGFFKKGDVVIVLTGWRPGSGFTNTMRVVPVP
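Kinase-Glo luminescence reports ATP generated from ADP (0.1 mM) and PEP (0.5 mM) by purified hPK-M2 after 1 h at room temperature, pH 7.2 imidazole buffer; intermediate enzyme activity allows detecting inhibitors and activators.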
a7 integrin act: qHTS for Activators of Integrin-Mediated Alleviation for Muscular Dystrophy; actives 0.064% (n = 350,000); Potency, µM (series often up to 38.3 µM), without a hit: at the top dose activation, actives largely listed as activators; AID 624291, 2012; alpha7betagal myoblasts, beta-gal FDG fluorescence, 48 h;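 note: potency is the fitted concentration of half-maximal effect; 100% = response of the positive control SU9516; nearly all actives have a fitted effect of over 60% in size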
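Alpha7betagal+/- myoblasts (passage 13) were plated 16-24 hr, then exposed to compounds (1:260 dilution of DMSO stock) for 48 hours at 37C. After MPER lysis, β-galactosidase reporter activity was read as FDG fluorescence (ex 480/em 540) after 30 minutes.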
Active calls of the source: *; ? = inconclusive; . = no result given; [ ] = dose if it differs, or a comment. Unless noted, calls come from the whole dose curve; as a rule, active = well fitted curve in the direction sought with a large enough effect; inconclusive = small, poorly fitted or top-dose-only effect, or another doubt; inactive = no such curve, though single readings can be large; an effect the other way counts as inactive or inconclusive.

SMILES | B2AR arrestin | Chronic BCR inh | Giardia kill | S-ASM inh | GALK inhibitor | PTAP TSG101 blk | Menin-MLL TR inh | Tb PFK block | Coupling enz | PKM2 activator | a7 integrin act
CCOc1ccccc1NC(=O)CCCNC(=O)Cn1cnc2sc(C)c(C)c2c1=O | -0.6% | 0% | -6 | 1% | -3% | -2% | 3% | 3% | -15 | -5% | -22%
COc1ccc(CC(=O)Nc2cccc(C(C)=O)c2)cc1S(=O)(=O)N1CCOCC1 | -0.2% | ? | 14 | -3% | . | -8% | . | -5% | . | . | 23%
CCn1c(C)c(C)c2cc(C(=O)NCCCN3CCCCC3)ccc21 | -1.0% | 2% | -5 | -2% | 5% | 1% | -15% | 1% | 4 | 0% | -57%[inhibitor]
CC(C)(C)N(Cc1ccccc1)C(=O)COC(=O)/C=C/c1ccc2c(c1)OCO2 | -0.8% | -1% | 2 | 2% | . | 0% | . | 3% | . | . | 4%
C/C(=N\NC(=O)c1ccccc1)c1ccc(C)c([N+](=O)[O-])c1 | -0.1% | ? | 8 | 3% | 1% | -2% | 13% | 2% | -1 | -11% | -11%
CC(C)c1ccc(C(O)Cc2nc3ccccc3n2C)cc1 (stereo not given) | -0.4% | ? | -2 | 1% | 3% | -2% | . | -4% | 1 | -2% | 33%
Cc1ccc(C(=O)N2CCC(C(=O)Nc3cccc([N+](=O)[O-])c3)CC2)cc1 | 0.3% | 4% | 1 | -5% | -2% | 2% | 12% | 1% | 2 | 0% | -16%
Cc1nc(CC(=O)c2ccc(O)c(C)c2O)cs1 | 0.1% | 11% | -9 | 0% | -2% | -4% | . | 2% | 0 | 22% | ?
Cc1ccc(-n2nc(C(=O)O)c3ccccc3c2=O)cc1C | -0.2% | -8% | 9 | -1% | -2% | 0% | 1% | -1% | 2 | -2% | -7%
Cc1cc(-n2cnc(-c3cn[nH]c3C)n2)no1 | -0.5% | ? | 21 | 1% | 6% | 1% | . | 0% | 0 | -5% | 1%
COc1cccc(C(=O)/C=C/c2ccc(SC)cc2)c1 | 0.2% | ? | 0 | 55%[activator] | -5% | -2% | ? | 1% | 0 | 1% | -11%
CC(=O)Oc1ccc2nc(/C=C/c3ccccc3)oc(=O)c2c1 | -0.5% | ? | 6 | 29% | -8% | -1% | -17% | 0% | 0 | -1% | -38%
CCN(CC)C(=O)C1CCCN(c2ccc([N+](=O)[O-])cc2/C=N/NC(=O)c2cccc([N+](=O)[O-])c2)C1 (stereo not given) | -0.4% | -6% | 8 | -4% | -1% | -1% | . | 0% | 0 | -2% | -13%
COCCN(CCOC)CC(O)COC(c1ccccc1)c1ccccc1 (stereo not given) | -0.1% | 2% | -6 | 4% | -8% | -7% | 1% | -1% | 0 | 0% | -32%
CN(Cc1ccccc1)CC(O)COc1ccc(CNCCOc2cccnc2)cc1 (stereo not given) | -0.7% | 1% | -4 | -7% | -2% | -2% | -17% | -3% | 2 | 4% | -29%
CC1(C)CN(c2ccsc2C(=O)O)C1=O | -0.6% | 6% | -10 | -1% | 3% | 1% | 3% | -7% | -1 | -10% | -8%
Cc1cccc(N2C(=O)C(O)=C(C(=O)c3cccs3)C2c2ccc(F)cc2)n1 (stereo not given) | -0.3% | 7% | -4 | 7% | -1% | 0% | 9% | 1% | 1 | 1% | 12%
CC(=O)c1cccc(NC(=O)CN(C)S(=O)(=O)c2ccccc2)c1 | -0.1% | -5% | -21 | 1% | 6% | -7% | -2% | 0% | 1 | -1% | ?
Cc1nnc(NC(=O)CSc2nc(N)c(NC(=O)c3cccs3)c(=O)[nH]2)s1 | 0.4% | -16% | 15 | 1% | . | -3% | . | 3% | 6 | 1% | 38%
CC1CC2c3cccc(C(=O)O)c3C(=O)N2c2ccc(Cl)cc21 (stereo not given) | 0.5% | 9% | -1 | 0% | 6% | -6% | 5% | 1% | 2 | -2% | -18%
O=C(CN1C(=O)NC2(CCCCCCC2)C1=O)Nc1c(Cl)cccc1Cl | -1.5% | -5% | -18 | 2% | . | 0% | . | 0% | . | . | 24%
Cc1ccc2sc(C)[n+](CCC(C)S(=O)(=O)[O-])c2c1 (stereo not given) | -0.8% | -7% | 21 | 2% | 1% | 0% | 1% | ? | 2 | 0% | 14%
CC(CCc1ccccc1)NC(=O)CCNC(=O)c1ccccc1Cl (stereo not given) | -0.9% | 2% | -1 | -2% | . | -7% | . | 6% | . | . | 2%
CCC(C)NC(=O)C1CC(c2ccc(OC)cc2)=NO1 (stereo not given) | -0.3% | -6% | -8 | -1% | 0% | -8% | 12% | 2% | -1 | 2% | 2%
CCn1nc(C(=O)Nc2ccc(C)c(C)c2)c(Cl)c1Cl | 0.3% | ? | 3 | 6% | -1% | -3% | -5% | 14% | 1 | -3% | 11%
CCNc1ccccc1CP(=O)(c1ccccc1)c1ccccc1O (stereo not given) | 2.8% | 4% | 25 | 1% | 2% | -7% | . | -7% | -58* | . | -49%[inhibitor]
CCOc1ccc(C(C)C)cc1S(=O)(=O)n1nc(C)cc1C | -0.2% | 3% | -17 | 0% | 0% | -4% | -7% | -7% | 0 | -3% | 0%
COc1ccc(-c2nnc(-c3cccnc3)o2)cc1 | -0.4% | -13% | -16 | 1% | 0% | -6% | -1% | 5% | 1 | -7% | 9%
Cc1ccc(Nc2nc(N3CCOCC3)nc(N3CCOCC3)n2)cc1C | -1.0% | ? | -3 | 0% | 0% | 5% | 7% | 0% | 0 | 0% | -35%[inhibitor]
CCOC(=O)c1c(/N=C/N(C)C)sc(C=O)c1-c1ccccc1 | 0.1% | 1% | -20 | 345%[activator] | 4% | 1% | -15% | -2% | -3 | 1% | 9%
CCn1c(=O)c(CCC(=O)NCC2CCCO2)c(C)c2c(C)nn(-c3ccccc3)c21 (stereo not given) | 0.3% | ? | 1 | -2% | -3% | 1% | . | 4% | . | . | 11%
Cc1[nH]c(=O)[nH]c(=O)c1S(=O)(=O)N1CCCC1 | -2.1% | -15% | -5 | 5% | 2% | -4% | 8% | 1% | -1 | -3% | 10%
Cc1ccc(CCNC(=O)C2CCN(S(=O)(=O)c3cccc4nsnc34)CC2)cc1 | 0.3% | 0% | -5 | -1% | 0% | 0% | -5% | -2% | -1 | -2% | ?
O=C1CC(Nc2ccccc2)C(=O)N1c1ccc(N2CCOCC2)cc1 (stereo not given) | 0.0% | 0% | -2 | 3% | 0% | -2% | 0% | 1% | 3 | 14% | 14%
O=C1NN(c2ccc(F)cc2)C(=O)/C1=C/c1cccs1 | 1.0% | 2% | -8 | 0% | 0% | 3% | ? | 9% | -1 | -2% | -450%[inhibitor]
CCCCCCCOc1ccc(-c2ccc(C#N)cn2)cc1 | 5.0% | 4% | 10 | -1% | 0% | 0% | -8% | -8% | 5 | -1% | 1%
O=C(O)CCn1c(-c2ccccc2)cc2ccccc21 | 0.2% | ? | -13 | 4% | 0% | -2% | 22% | 2% | 15 | 11% | 7%
COCCc1ncc(CN2CCCC(C(=O)Nc3cccc(-c4cccc(C)c4)c3)C2)cn1 (stereo not given) | -0.4% | ? | 0 | -3% | -2% | -7% | . | -14% | . | . | -7%
CCCCN(C(=O)NC(=O)Nc1nc2ccc(OC)cc2s1)S(C)(=O)=O | -0.5% | -16% | -18 | -1% | 0% | -5% | ? | -5% | 1 | -9% | 40%

From PubChem BioAssay

Some of the compounds tested. The share of hits here may be higher or lower than overall.
